Screens deposited in PubChem by NCI.
sgs1 mgt1 – NCI yeast anticancer drug screen, S. cerevisiae sgs1 mgt1 strain | growth inhibition, % at 50 µM | AID 161 | actives 10% (n = 78,000);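 note: 0% = growth of vehicle-only cultures of the same strain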
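Yeast cells carrying a defined DNA-repair defect were exposed to test compounds. Growth inhibition was measured relative to vehicle-treated controls.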
mlh1 rad18 – NCI yeast anticancer drug screen, S. cerevisiae mlh1 rad18 strain; growth inhibition, % at 50 µM; actives 11% (n = 79,000);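 note: 0% = growth of vehicle-only cultures of the same strain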
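Growth inhibition of the yeast strain was measured after compound exposure and expressed relative to vehicle-treated controls. The strain carries defined defects in DNA damage repair.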
yeast mec2-1 – NCI yeast anticancer drug screen, S. cerevisiae mec2-1 strain | % growth inhibition at 50 µM | actives 9% (n = 79,000);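 note: 0% = growth of vehicle-only cultures of the same strain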
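Strain: mec2-1 (DNA repair/cell cycle alteration). Compound exposure, then growth measured; inhibition expressed relative to vehicle.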
cln2 rad14 – NCI yeast anticancer drug screen, S. cerevisiae cln2 rad14 strain; actives 8.3% (n = 78,000); % growth inhibition at 50 µM;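 note: 0% = growth of vehicle-only cultures of the same strain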
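Test compounds were added to cln2 rad14 yeast cultures; inhibition of growth was then determined by comparison with vehicle treatment.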
yeast rad50 – NCI yeast anticancer drug screen, S. cerevisiae rad50 strain; growth inhibition, % at 50 µM; actives 10% (n = 79,000); AID 155;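 note: 0% = growth of vehicle-only cultures of the same strain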
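A DNA repair-deficient yeast mutant serves as the test organism; compound-induced growth inhibition is calculated against vehicle-treated cells.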
bub3 – NCI yeast anticancer drug screen, S. cerevisiae bub3 mutant strain | % growth inhibition at 50 µM | actives 9.9% (n = 78,000);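 note: 0% = growth of vehicle-only cultures of the same strain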
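Part of a panel of yeast mutants defective in DNA damage repair or cell cycle regulation. Each strain is grown with compound, and inhibition is calculated relative to solvent-treated cultures.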
* = called active by the depositor; & = joins results of further samples. Cut-off read from the data, not from the text of the source: active = growth inhibition above about 70%; inactive = the rest.

Each structure is followed by: sgs1 mgt1	mlh1 rad18	yeast mec2-1	cln2 rad14	yeast rad50	bub3
Cn1c(=O)c2[nH]c(C3CC(=O)CC(c4nc5c([nH]4)c(=O)n(C)c(=O)n5C)N3)nc2n(C)c1=O (stereo not drawn)
    -14.4	7.2	5.1	1.8	-1.8	-27.4
CCOC(=O)N1CCN(c2c(N)nc(C)[nH]c2=O)CC1
    -55.3	-58.5	-20.9	-14.8	-49.6	19.1
COc1ccc2nc(-c3ccc(Cl)cc3)[nH]c2c1
    80.5*	60.3	74.9*	-4.0	72.7*	94.2*
CN(C)Cc1ccccc1C(=C(c1ccccc1)c1ccccc1)c1ccccc1
    -8.0	-10.9	-4.7	-23.6	-15.1	-0.8
O=C(CN1C(=O)c2ccccc2C1=O)OCC1CCCN2CCCCC12 (stereo not drawn)
    4.9	-29.4	-3.3	-3.5	16.6	-6.2
COC(=O)CNc1cccc([N+](=O)[O-])c1
    -3.6	-19.2	5.2	-14.7	-3.5	-11.3
NC(=O)N/N=C1\CCCCc2ccccc21
    -49.6	-23.6	9.4	-19.9	-44.9	-0.8
Cc1nc2ccccc2c(=O)o1
    9.8	-21.0	7.0	15.1	-12.2	-5.7
CC(C)NCC(O)COc1ccc(CCOC(=O)CCc2ccc(C(O)(C(F)(F)F)C(F)(F)F)cc2)cc1 (stereo not drawn)
    5.7	0.2	-25.7	-28.8	-27.6	-31.7
CCCCCCCCCCCCCCCCCCN=C(N)N
    12.8	10.8	-10.8	22.4	-1.6	-2.2
CC1(C)Cc2oc(=Nc3ccccc3)n(-c3ccccc3)c(=O)c2C1
    1.9	0.1	2.1	-13.2	9.9	4.6
OCC1OC(OC2CC3C(OC4OC(CO)C(O)C(O)C4O)CC(O)CC3OC2c2ccc(O)cc2)C(O)C(O)C1O (stereo not drawn)
    21.0	16.1	16.2	14.5	18.1	11.8
CN(C)c1ccc(/C=N/N=C(\C#N)[S][Sn]([Cl])([c]2ccccc2)[c]2ccccc2)cc1
    97.5*	97.2*	97.3*	95.0*	97.5*	97.0*
O=C(CCC(=O)c1ccc(O)cc1)Oc1ccc(O)cc1
    2.2	1.4	-22.5	8.3	-2.8	29.1
CC(C)C(CC(=O)O)C(=O)O (stereo not drawn)
    10.2	4.7	-1.4	-8.0	3.8	4.0
CCOc1ccc(/C=C2\N=C(c3cc(OC)c(OC)c(OC)c3)OC2=O)cc1
    21.3	-2.5	3.6	-27.5	-11.7	13.9
COC(CCC[N+](C)(C)C)CC[N+](C)(C)C (stereo not drawn)
    97.8*	96.5*	97.6*	95.9*	95.9*	97.1*
CCCC1c2ccc(O)cc2CC1c1ccc(O)cc1 (stereo not drawn)
    99.5*	98.5*	99.4*	52.4	99.2*	98.7*
Clc1ccc(-c2cc(-c3cc(-c4ccc(Cl)cc4)n[nH]3)[nH]n2)cc1
    -17.4	-23.4	-8.4	-26.4	-13.1	-17.0
Cn1c2ccccc2c2cc(N3CCCC3)c3c(c21)C(=O)N(c1ccccc1)C3=O
    -24.4	-56.1	-9.7	-8.4	-21.3	-25.1
CC(O)CN1c2ccccc2Sc2ccc(Cl)cc21 (stereo not drawn)
    3.4	12.8	10.9	17.1	19.2	-4.9
ONc1ncnc2[nH]cc(Br)c12
    -5.7	9.7	-6.8	2.6	4.0	-4.5
O=c1cc(Cl)c(=O)[nH][nH]1
    0.1&-2.9	-15.1&-4.2	-0.8&-30.1	43.2&-1.6	5.3&-8.8	7.2&7.5
CC1=C[C@]2(O)C(=O)[C@H](C)C[C@H]3[C@@H](CC[C@@](C)(O)/C=C\2C1=O)C3(C)C
    10.5	27.6	17.5	8.3	15.2	20.2
C=CS(=O)(=O)c1ccc(Cl)cc1
    99.2*	99.0*	99.7*	99.1*	99.7*	99.4*
COC(=O)C1=NC(=N)N=C(C(=O)OC)C1(C)C(=O)c1ccc(Cl)cc1 (stereo not drawn)
    -50.0	-30.6	-14.7	-9.1	-23.5	-49.1
CSC(=S)n1nc(-c2ccccc2)c(N=Nc2ccccc2[N+](=O)[O-])c1-c1ccccc1
    20.2	29.9	12.5	-30.9	31.6	18.6
C=C1CCC[C@@H]2[C@@](C)(Cc3cc(O)ccc3O)C(C)CC[C@]12C (stereo partly drawn)
    97.7*	97.7*	98.2*	97.3*	97.5*	97.8*
C[N+](C)(C)CCCCCc1c2nc(c(CCCCC[N+](C)(C)C)c3ccc([nH]3)c(CCCCC[N+](C)(C)C)c3ccc([nH]3)c(CCCCC[N+](C)(C)C)c3nc1C=C3)C=C2
    10.0	85.2*	3.9	3.8	19.6	26.4
O=C(O)c1ccc(S(=O)(=O)c2ccc(C(=O)O)cc2)cc1
    -2.4	2.0	-12.4	-21.7	-2.6	1.3
O=C(Oc1ccc(-c2ccccc2)cc1)c1cccc([N+](=O)[O-])c1
    7.1	0.2	-4.5	-11.4	-10.1	27.5
CCN(CC)CC(O)c1ccc(/C=C/c2ccc(Cl)cc2)cc1 (stereo not drawn)
    58.5	98.4*	98.0*	98.7*	98.1*	98.6*
COC(=O)c1ccccc1N=NNc1ccccc1C#N
    -6.8	7.8	14.7	-53.5	2.3	1.2
O=c1ccc2ccccc2c2ccccc12
    91.6*	90.9*	93.9*	90.4*	90.9*	90.6*
Cc1ccc(OCc2ccc([N+](=O)[O-])cc2)cc1
    -12.6	-16.8	-12.2	13.9	1.8	-16.4
CC(C)CC(NC(=O)SCc1ccccc1)C(=O)O (stereo not drawn)
    3.0	14.8	1.6	15.4	3.4	-6.0
CC(=O)OC1CCC2(C)C(=CCC3C2CCC2(C)C3CCC23SCCS3)C1 (stereo not drawn)
    4.2	9.6	-3.0	-60.1	24.0	-2.9
CC(C)(C)CC(C)(C)NCc1cc(Cl)cc(Cc2cc(Cl)ccc2O)c1O
    48.7	78.7*	46.0	16.8	28.9	20.4
CC1(C)C2CC(=O)C1(C)C(OCc1ccccc1)C2 (stereo not drawn)
    6.1	5.1	12.6	22.1	-21.2	-18.1
CCOCCC(=O)O
    -7.0	6.2	6.3	-5.3	26.1	18.1
O=[N+]([O-])c1cc(S(=O)(=O)O)ccc1Cl
    -7.7&-9.3	14.8&15.2	-1.1&3.2	12.7&9.2	14.6&-9.7	6.2&0.1
CC(C)N1C(=O)c2cccc(Cl)c2C1=O (tested in a mixture with another compound)
    37.3	1.4	4.1	37.6	10.8	-7.8
Cc1ccc(-n2cnc3c(N/N=C4\SCC(=O)N4c4ccccc4)ncnc32)cc1
    40.2	35.0	17.6	15.1	41.2	49.2
O=C1OC(/C=C/c2ccccc2)=NC/1=C\c1ccc(Cl)cc1
    23.6	10.2	14.1	13.7	23.4	7.2
Cc1nc(-c2ccc(N=Cc3ccc(N(CCOS(C)(=O)=O)CCOS(C)(=O)=O)cc3Cl)cc2)c(C)s1
    55.3	73.0*	13.1	-9.2	40.1	-8.8
CCC(C)Nc1ccc(NS(=O)(=O)CCl)cc1 (stereo not drawn)
    13.3	8.9	6.3	4.2	54.0	6.6
CC(=O)OCC(=O)c1ccc(-c2ccccc2)cc1
    14.1&14.1	23.9&18.8	4.5&-14.8	-22.8&8.3	7.7&6.5	28.6&39.9
C=C1COC(/C=C(\C)CC/C=C(\C)CCl)C1 (stereo not drawn)
    -18.6	-1.7	-20.2	28.1	-7.4	-17.1
CCCCCCCCOC(=O)C12Oc3ccc(-c4ccc5c(c4O)C(O)=C4C(=O)CC(C)C(O)C4(C(=O)OCCCCCCCC)O5)c(O)c3C(O)=C1C(=O)CC(C)C2O (stereo not drawn)
    11.4	-54.6	3.0	7.6	16.4	33.6
COc1ccc(C(=O)N/N=C/c2ccc(Cl)cc2Cl)cc1
    7.9	28.9	29.5	-13.5	2.4	21.8
CCC(C)c1ccc(O)c(C(C)c2ccccc2)c1 (stereo not drawn)
    92.9*	90.5*	92.2*	90.3*	89.6*	91.0*
Cc1ccc(-c2cn3c(nc4ccccc43)c(C)n2)cc1
    15.3	-29.5	5.5	-8.0	-27.5	13.0
CCOCCOC(=O)Nc1c(Cl)cccc1Cl
    11.8	-1.4	-22.1	3.1	-3.4	7.0
CC1(C)OC2OC(C(COC(=O)c3ccccc3)OC(=O)c3ccccc3)C(F)C2O1 (stereo not drawn)
    1.4	-6.5	-12.5	3.5	-20.9	1.2
Clc1ccc(-c2nnc(-c3ccccc3)o2)cc1Cl
    -0.4	-6.5	-24.8	16.0	-8.4	-18.9
COc1ccc(/C=C2\N=C(NN)N=C2Cl)cc1
    4.5	-13.3	-30.9	23.4	-8.2	-0.3
CC(O)c1ccc2ccccc2c1 (stereo not drawn)
    -22.2	-18.1	-18.6	-3.4	-6.1	-11.8
CCCCCCC(=O)/C=c1\c(CC(=O)CCCCCC)nc2nnc(N)n12
    1.4	6.8	6.5	-19.9	0.3	-5.3
c1ccc2c(CC3NCCN3)cccc2c1
    -55.2	-13.0	-32.2	10.8	-11.3	-1.4
CCOc1ccc(NC(=O)CCC(=O)O)cc1
    -1.7	-12.8	-3.4	-32.4	5.2	-8.8

Another view of 4 compounds above:
C[N+](C)(C)CCCCCc1c2nc(c(CCCCC[N+](C)(C)C)c3ccc([nH]3)c(CCCCC[N+](C)(C)C)c3ccc([nH]3)c(CCCCC[N+](C)(C)C)c3nc1C=C3)C=C2
- sgs1 mgt1: 10.0
- mlh1 rad18: 85.2*
- yeast mec2-1: 3.9
- cln2 rad14: 3.8
- yeast rad50: 19.6
- bub3: 26.4
O=C(O)c1ccc(S(=O)(=O)c2ccc(C(=O)O)cc2)cc1
- sgs1 mgt1: -2.4
- mlh1 rad18: 2.0
- yeast mec2-1: -12.4
- cln2 rad14: -21.7
- yeast rad50: -2.6
- bub3: 1.3
O=C(Oc1ccc(-c2ccccc2)cc1)c1cccc([N+](=O)[O-])c1
- sgs1 mgt1: 7.1
- mlh1 rad18: 0.2
- yeast mec2-1: -4.5
- cln2 rad14: -11.4
- yeast rad50: -10.1
- bub3: 27.5
CCN(CC)CC(O)c1ccc(/C=C/c2ccc(Cl)cc2)cc1 (stereo not drawn)
- sgs1 mgt1: 58.5
- mlh1 rad18: 98.4*
- yeast mec2-1: 98.0*
- cln2 rad14: 98.7*
- yeast rad50: 98.1*
- bub3: 98.6*

Next section
Each structure is followed by: sgs1 mgt1	mlh1 rad18	yeast mec2-1	cln2 rad14	yeast rad50	bub3
Clc1ccc(-c2oc(-c3ccc(Cl)cc3)c3ccccc23)cc1
    4.8	-23.6	-13.2	-78.2	-3.9	-15.5
CC[C@H]1OC(=O)[C@H](C)[C@@H](OC2CC(C)(OC)C(O)C(C)O2)[C@H](C)[C@@H](OC2OC(C)CC(N(C)C)C2OC(=O)CCC2CCCC2)[C@](C)(O)C[C@@H](C)C(=O)[C@H](C)[C@@H](O)[C@]1(C)O (stereo partly drawn)
    4.0	-9.6	-7.0	0.7	3.2	7.3
C[S+]1C=C(c2ccccc2)SC=C1c1ccccc1 (stereo not drawn)
    59.6	55.0	32.9	8.3	35.2	47.0
CC(C)(C)N/N=C(\Cc1occc(=O)c1O)C(=O)Nc1ccc([N+](=O)[O-])cc1[N+](=O)[O-]
    -1.1	13.0	3.7	23.8	17.9	14.9
COc1ccc(C2c3cc(OC)c(OC)cc3CC(C(=O)O)C2C(=O)N(C)C)cc1OC (stereo not drawn)
    -0.1&35.3	1.9&13.1	-4.6&8.0	10.1&26.6	-30.2&-2.0	-4.0&4.7
CN=C(Nc1cccc(C(F)(F)F)c1)SCc1ccc(N=C=S)cc1
    60.0	38.5	28.3	10.2	9.7	38.8
O=C(Nc1ccccc1-c1nn(C(=S)Nc2ccccc2)c(=S)n(C(=S)Nc2ccccc2)c1=O)C(F)(F)F
    46.5	81.5*	88.1*	17.2	47.1	15.4
OCCCC1CCN(CCO)CC1
    -18.8	-10.3	-27.5	1.3	-22.2	-8.7
CCOC(=O)C(C(C)=O)C(c1ccc(N(C)C)cc1)c1ccc(N(C)C)cc1 (stereo not drawn)
    -6.6	-3.4	-4.3	-2.4	4.0	4.0
NC(=O)ON=C1CCN(Cc2ccccc2)CC1
    10.7	21.4	15.4	18.9	30.4	10.2
Cc1cc(C)c2ccc(SC#N)c-2c(C)c1
    -3.8	6.3	8.0	-9.1	-7.2	-3.6
CCOC(=O)C1CC(O)c2ccc(Cl)cc2N1 (stereo not drawn)
    20.6	6.2	10.2	16.1	5.5	9.6

Single records (already shown):
Shown for Cc1cc(C)c2ccc(SC#N)c-2c(C)c1 → sgs1 mgt1: -3.8; mlh1 rad18: 6.3; yeast mec2-1: 8.0; cln2 rad14: -9.1; yeast rad50: -7.2; bub3: -3.6
Shown for CC(C)(C)N/N=C(\Cc1occc(=O)c1O)C(=O)Nc1ccc([N+](=O)[O-])cc1[N+](=O)[O-] → sgs1 mgt1: -1.1; mlh1 rad18: 13.0; yeast mec2-1: 3.7; cln2 rad14: 23.8; yeast rad50: 17.9; bub3: 14.9

Rows are unselected; overall some 14% were active at least once.
